BioA_inh = M. tuberculosis BioA enzyme inhibitors, primary screen, biochemical, plate reader, single point, HTS; 7,8-diaminopelargonic acid synthase BioA (Mycobacterium tuberculosis); purified M. tuberculosis BioA enzyme; 360,000 compounds, 0.096% hits; inhibition, % at 9.99 µM; in the data active = inhibition above about 40%
An asterisk follows results filed as active.

SMILES BioA_inh
CCC(=O)N1[C@@H]2Cn3c(ccc(-c4ccccc4)c3=O)[C@H]1[C@@H](C(=O)N1CCCCC1)[C@@H]2CO -0.7
COC(=O)C[C@@H]1CC[C@@H]2[C@@H](COc3ccc(NC(=O)c4cccs4)cc3C(=O)N2C)O1 3.6
COc1ccc(NC(=O)Nc2ccc3c(c2)C(=O)N([C@@H](C)CO)C[C@H](C)[C@@H](CN(C)C(=O)NC(C)C)O3)cc1 -0.1
CO[C@@H]1CN(C)C(=O)c2cc(NS(=O)(=O)c3cn(C)cn3)ccc2OC[C@@H](C)N(CCC(F)(F)F)C[C@@H]1C -3.8
O=C(Nc1ccccc1)[C@@H]1[C@@H](CO)[C@@H]2Cn3c(cccc3=O)[C@H]1N2C(=O)c1ccccc1 -0.5
C[C@@H]1CN([C@H](C)CO)C(=O)c2cc(NC(=O)Cc3ccccc3)ccc2O[C@@H](C)CCCCO[C@H]1CN(C)C(=O)Nc1ccc2c(c1)OCO2 4.8
Cc1ccc(S(=O)(=O)N(C)C[C@H]2OCCCC[C@@H](C)Oc3ccc(NC(=O)Cc4ccccc4)cc3C(=O)N([C@@H](C)CO)C[C@H]2C)cc1 -1.0
CCCN(C)C[C@@H]1Oc2ncc(-c3cccc(C#N)c3)cc2C(=O)N([C@H](C)CO)C[C@H]1C -4.6
C[C@H]1CN([C@@H](C)CO)S(=O)(=O)c2ccc(C#Cc3cccc(F)c3)cc2O[C@@H]1CN(C)C(=O)CN1CCOCC1 -1.7
CCC(=O)N(C)C[C@@H]1Oc2ncc(C#CC(C)(C)O)cc2C(=O)N([C@H](C)CO)C[C@H]1C -1.4
CCCNC(=O)Nc1ccc2c(c1)OC[C@H](C)N(CCC(F)(F)F)C[C@H](C)[C@H](OC)CN(C)C2=O 2.4
Cc1ccc(-c2ccc([C@@H]3[C@H]4CN(C(=O)Nc5cccc(F)c5)CCCCN4[C@H]3CO)cc2)cc1 -1.4
C[C@@H]1CN([C@@H](C)CO)C(=O)c2cc(/C=C/c3ccccc3)cnc2O[C@@H]1CN(C)C(=O)Nc1ccc(C(F)(F)F)cc1 -2.7
C[C@H](CO)N1C[C@H](C)[C@@H](CN(C)C(=O)Nc2ccccc2)Oc2cc(C#C[C@@H](C)O)ccc2S1(=O)=O 3.7
O=C(NCCN1CCOCC1)[C@@]1(Cc2ccccc2)COC(c2ccc(OCCCO)cc2)=N1 -0.4
COc1cccc(CNC(=O)C[C@@H]2CC[C@H](NC(=O)C3CC3)[C@@H](CO)O2)c1 1.5
Cn1cnc(S(=O)(=O)N2C[C@H](O)COC[C@@H]3O[C@@H](CC(=O)NCc4cc(F)cc(F)c4)CC[C@H]32)c1 0.5
CO[C@@H]1CN(C)C(=O)c2ccc(NC(=O)c3cc(C)on3)cc2OC[C@@H](C)N(S(=O)(=O)c2ccc(F)cc2)C[C@H]1C -3.7
Cc1noc(C)c1S(=O)(=O)Nc1ccc2c(c1)C(=O)N([C@H](C)CO)C[C@H](C)[C@H](CN(C)S(=O)(=O)c1ccccc1)OCCCC[C@H](C)O2 0.3
CN1C(=O)c2cc(NC(=O)Nc3ccc(Cl)cc3)ccc2OC[C@H]2O[C@@H](CC(=O)O)CC[C@H]21 3.1
O=C(NCC1CC1)[C@H]1[C@H](CO)[C@H]2Cn3c(ccc(C4=CCCC4)c3=O)[C@H]2N1C(=O)C1CC1 -1.8
COc1ccc(-c2ccc3n(c2=O)C[C@H]2[C@H](CO)[C@@H](C(=O)N(C)C)N(CC4CCCC4)[C@@H]32)cc1 1.4
COc1ccc(S(=O)(=O)Nc2ccc3c(c2)C(=O)N([C@H](C)CO)C[C@@H](C)[C@H](CN(C)S(=O)(=O)c2ccc(C)cc2)O3)cc1 -0.9
C[C@@H]1CCCCO[C@@H](CN(C)Cc2ccc(C(F)(F)F)cc2)[C@@H](C)CN([C@@H](C)CO)C(=O)c2cc(N(C)C)ccc2O1 -1.3
C[C@@H]1CCCCO[C@@H](CN(C)C(=O)CCCN(C)C)[C@@H](C)CN([C@H](C)CO)C(=O)c2cc(NC(=O)Nc3ccc(F)cc3)ccc2O1 -1.4

New compounds follow:
SMILES BioA_inh
O=C(N[C@@H]1CC[C@@H](CC(=O)N2CCc3ccccc3C2)O[C@@H]1CO)C1CC1 -3.3
C[C@@H]1CN([C@H](C)CO)S(=O)(=O)c2ccc(C#Cc3ccccc3F)cc2O[C@@H]1CN(C)C -1.6
OC[C@@H]1[C@H](c2ccc(C#Cc3ccccc3)cc2)[C@H]2CN(CC3CCOCC3)CCCCN12 3.7
COC(=O)[C@@H]1[C@@H](CO)[C@@H]2Cn3c(ccc(C4=CCCC4)c3=O)[C@@H]2N1CC1CCOCC1 -2.1
C[C@@H](NC(=O)C[C@H]1CC[C@@H](NC(=O)Cc2ccccn2)[C@H](CO)O1)c1ccccc1 -2.6
O=C(C[C@@H]1CC[C@H]2[C@@H](COC[C@@H](O)CN2C(=O)c2ccccc2)O1)N1CCOCC1 0.3
C[C@H](CO)N1C[C@H](C)[C@@H](CN(C)Cc2ccc(Cl)c(Cl)c2)Oc2ccc(NC(=O)c3ccncc3)cc2C1=O -1.8
C[C@H](CO)N1C[C@H](C)[C@H](CN(C)S(=O)(=O)c2ccc(C#N)cc2)Oc2ncc(C#CC(C)(C)O)cc2C1=O 0.4
Cc1noc(C)c1NC(=O)N(C)C[C@H]1Oc2c(NC(=O)C3CCCCC3)cccc2C(=O)N([C@@H](C)CO)C[C@H]1C -1.8
C[C@@H]1CN([C@@H](C)CO)C(=O)c2cc(NC(=O)C3CCCCC3)ccc2O[C@@H](C)CCCCO[C@H]1CN(C)C(=O)Nc1ccccc1 -1.5
COCC(=O)Nc1ccc2c(c1)[C@@H]1C[C@@H](CC(=O)NCc3ccc(-c4ccccc4)cc3)O[C@@H](CO)[C@@H]1O2 -0.3
O=C(NCC[C@@H]1CC[C@@H](NC(=O)C2CC2)[C@@H](CO)O1)c1cnccn1 3.2
CN1C(=O)c2cc(NC(=O)c3ccccc3)ccc2OC[C@@H]2O[C@H](CC(=O)NC3CCCC3)CC[C@H]21 -0.3
CCCNC(=O)Nc1ccc2c(c1)OC[C@H](C)N(CC1CCCC1)C[C@@H](C)[C@H](OC)CN(C)C2=O -4.9
O=C(C[C@H]1CC[C@@H](NC(=O)Cc2cccnc2)[C@H](CO)O1)NCc1ccc2c(c1)OCO2 -1.2
CCC(=O)Nc1ccc2c(c1)OC[C@@H](C)N(C(=O)c1ccccc1F)C[C@@H](C)[C@@H](OC)CN(C)C2=O -0.2
Cc1ccc(S(=O)(=O)Nc2ccc3c(c2)C(=O)N([C@@H](C)CO)C[C@H](C)[C@H](CN(C)S(=O)(=O)c2cccs2)OCCCC[C@@H](C)O3)cc1 -0.9
CN1c2ccc(-c3ccccc3)cc2[C@@H]2[C@@H](CCN2C(=O)CC2CC2)[C@@H]1CO 0.9
O=C(C[C@H]1CC[C@H]2[C@@H](COC[C@@H](O)CN2Cc2nccs2)O1)NCc1ccccc1 -0.5
C[C@@H]1CN([C@@H](C)CO)C(=O)c2cccc(N(C)C)c2O[C@@H]1CN(C)C(=O)Nc1ccc(F)cc1 3.2
C[C@H](CO)N1C[C@H](C)[C@H](CN(C)Cc2ccc(Cl)c(Cl)c2)Oc2c(NC(=O)c3ccncc3)cccc2C1=O -1.6
CC(=O)N(C)C[C@H]1Oc2cc(C#CCC3CCCC3)ccc2S(=O)(=O)N([C@H](C)CO)C[C@H]1C 0.8
C/C=C/c1ccc([C@@H]2[C@@H](CN(CC(C)C)C(C)=O)N(C(C)=O)[C@H]2CO)cc1 -1.4
Cc1noc(C)c1S(=O)(=O)Nc1ccc2c(c1)C(=O)N([C@@H](C)CO)C[C@H](C)[C@@H](CN(C)Cc1ccncc1)O2 -3.1
C[C@@H]1CN([C@H](C)CO)C(=O)c2cc(C#CC3CCCCC3)cnc2O[C@@H]1CN(C)C(=O)NC1CCCC1 0.0

Among those listed so far, these contain a thiophene ring, fused or not:
SMILES BioA_inh
COC(=O)C[C@@H]1CC[C@@H]2[C@@H](COc3ccc(NC(=O)c4cccs4)cc3C(=O)N2C)O1 3.6
Cc1ccc(S(=O)(=O)Nc2ccc3c(c2)C(=O)N([C@@H](C)CO)C[C@H](C)[C@H](CN(C)S(=O)(=O)c2cccs2)OCCCC[C@@H](C)O3)cc1 -0.9

New compounds follow
SMILES BioA_inh
C[C@@H]1CN([C@H](C)CO)S(=O)(=O)c2ccc(C#CC3CC3)cc2O[C@H]1CN(C)C(=O)c1cnccn1 -0.7
Cc1cccc(-c2ccc([C@@H]3[C@@H](CO)N4CCCCN(Cc5cncnc5)C[C@H]34)cc2)c1 -2.5
CCC(=O)NC[C@H]1N[C@H](CO)[C@@H]1c1ccc(-c2cccc(C#N)c2)cc1 -3.9
CN1C(=O)c2cc(NS(=O)(=O)c3ccccc3Cl)ccc2OC[C@H]2O[C@H](CC(=O)O)CC[C@@H]21 -0.9
C[C@H](CO)N1C[C@H](C)[C@H](CN(C)C(=O)Nc2cccc3ccccc23)Oc2c(NC(=O)Nc3ccc4c(c3)OCO4)cccc2C1=O -0.4
C=CCNC(=O)[C@H]1[C@@H]2C(=O)O[C@@H](c3ccccc3)[C@@H](c3ccccc3)N2[C@@H](c2ccc(O)cc2)[C@]12C(=O)Nc1ccc(C#Cc3ccc(OC)cc3)cc12 -1.0
C[C@H]1CN([C@@H](C)CO)S(=O)(=O)c2ccc(-c3cccnc3)cc2O[C@@H]1CN(C)C(=O)CC1CC1 1.8
C[C@H](CO)N1C[C@H](C)[C@@H](CN(C)Cc2ccccc2)Oc2c(NC(=O)Nc3ccc4c(c3)OCO4)cccc2C1=O 0.5
C/C=C/c1ccc2c(c1)O[C@@H](CN(C)C(=O)C1CCCCC1)[C@@H](C)CN([C@H](C)CO)S2(=O)=O 6.8
C[C@H](NC(=O)C[C@H]1CC[C@@H]2[C@@H](COc3ccc(NS(=O)(=O)c4ccc(Cl)cc4)cc3C(=O)N2C)O1)c1ccccc1 0.3
C[C@H]1CN([C@@H](C)CO)C(=O)c2cc(C3=CCCC3)cnc2O[C@H]1CN(C)Cc1ccccc1C(=O)O -1.9
C[C@@H]1CN([C@@H](C)CO)C(=O)c2cccc(NC(=O)C3CC3)c2O[C@H]1CN(C)C(=O)Nc1ccccc1 -0.6
CCS(=O)(=O)N[C@@H]1CC[C@@H](CC(=O)N2CCCCC2)O[C@@H]1CO -2.6
COCC#Cc1cnc2c(c1)C(=O)N([C@@H](C)CO)C[C@@H](C)[C@H](CN(C)S(=O)(=O)c1cn(C)cn1)O2 -0.5
C[C@H](CO)N1C[C@H](C)[C@@H](CN(C)S(=O)(=O)c2ccc(-c3ccccc3)cc2)OCc2cnnn2CCCC1=O 0.5
C[C@@H]1CN([C@H](C)CO)C(=O)c2cc(-c3cccc(C(=O)N(C)C)c3)cnc2O[C@H]1CN(C)C(=O)Cc1ccccn1 -0.4
O=C(C1CCC1)N1CCCCN2[C@H](CO)[C@@H](c3ccc(-c4cccc(F)c4)cc3)[C@H]2C1 0.3
COc1cccc(CNC(=O)[C@@H]2[C@@H](CO)[C@@H]3Cn4c(cccc4=O)[C@H]2N3C(=O)C2CCC2)c1 -1.4
COC(=O)N(C)C[C@@H]1OCc2ccccc2-c2ccccc2C(=O)N([C@H](C)CO)C[C@@H]1C -1.6
C[C@@H](O)C#Cc1ccc([C@@H]2[C@H]3CN(C(=O)c4ccncc4)CCCCN3[C@H]2CO)cc1 -0.7
Cc1noc(C)c1NC(=O)Nc1ccc2c(c1)C(=O)N([C@@H](C)CO)C[C@@H](C)[C@H](CN(C)Cc1ccc3c(c1)OCO3)OCCCC[C@H](C)O2 6.0
C[C@H]1CN([C@@H](C)CO)S(=O)(=O)c2ccc(-c3ccncc3)cc2O[C@@H]1CN(C)Cc1ccc(Oc2ccccc2)cc1 0.4
C/C=C/c1ccc([C@@H]2[C@H](C#N)N(C(=O)NC3CCCC3)[C@H]2CO)cc1 0.8
N#Cc1cccc(-c2ccc([C@H]3[C@@H](CO)N4CCCCN(C(=O)Cc5cccnc5)C[C@H]34)cc2)c1 1.1
COCC(=O)Nc1ccc2c(c1)OC[C@@H](C)N(Cc1cc(F)ccc1F)C[C@@H](C)[C@H](OC)CN(C)C2=O 0.6

Arranged by formula weight (largest number first): some entries from above
SMILES BioA_inh
C=CCNC(=O)[C@H]1[C@@H]2C(=O)O[C@@H](c3ccccc3)[C@@H](c3ccccc3)N2[C@@H](c2ccc(O)cc2)[C@]12C(=O)Nc1ccc(C#Cc3ccc(OC)cc3)cc12 -1.0
C[C@@H]1CN([C@H](C)CO)S(=O)(=O)c2ccc(C#CC3CC3)cc2O[C@H]1CN(C)C(=O)c1cnccn1 -0.7
Cc1cccc(-c2ccc([C@@H]3[C@@H](CO)N4CCCCN(Cc5cncnc5)C[C@H]34)cc2)c1 -2.5
CCC(=O)NC[C@H]1N[C@H](CO)[C@@H]1c1ccc(-c2cccc(C#N)c2)cc1 -3.9
CCS(=O)(=O)N[C@@H]1CC[C@@H](CC(=O)N2CCCCC2)O[C@@H]1CO -2.6

Going on with the list:
SMILES BioA_inh
CCCC(=O)Nc1ccc2c(c1)C(=O)N(C)C[C@H](OC)[C@H](C)CN(C(=O)c1ccccc1F)[C@@H](C)CO2 0.9
O=C(C[C@@H]1CC[C@H](NC(=O)Nc2ccccc2)[C@@H](CO)O1)NCc1cccc(F)c1 -2.1
CN(C)C(=O)C[C@@H]1C=C[C@H](NS(=O)(=O)c2ccccc2)[C@@H](CO)O1 -1.8
C[C@@H]1CN([C@@H](C)CO)C(=O)c2cc(NC(=O)Nc3ccc4c(c3)OCO4)ccc2O[C@@H]1CN(C)Cc1ccncc1 -3.0
CCC(=O)N(C)C[C@@H]1Oc2ncc(C#Cc3ccccc3)cc2C(=O)N([C@@H](C)CO)C[C@H]1C 2.8
CCCC#Cc1ccc([C@@H]2[C@@H](CO)N3CCCCN(S(=O)(=O)c4ccccc4C)C[C@H]23)cc1 -1.4

Compound activity deposited in PubChem BioAssay by Broad Institute.

Some of the compounds tested; count on the stated rates, not on these rows.
